# Screening results: PubChem, Sanford-Burnham Center for Chemical Genomics
# UBC13 inh – human UBC13 polyubiquitination inhibition | P61088 | UBC13 polyubiquitin chain formation, TR-FRET | inhibition, % at 20 µM | 330,000 tested, 0.47% active; in the data active = inhibition above about 45%, passing the limit was not always enough; inconclusive = no clear call, values can overlap the other calls
# Target sequence (P61088 whole entry, looked up): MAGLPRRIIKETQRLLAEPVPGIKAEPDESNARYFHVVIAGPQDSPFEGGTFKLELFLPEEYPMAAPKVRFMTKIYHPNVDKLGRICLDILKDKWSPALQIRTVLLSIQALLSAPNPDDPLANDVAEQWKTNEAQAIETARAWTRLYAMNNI
# SENP1 inh – inhibitors of human SENP1 SUMO protease catalytic domain. AID 624204. inhibition, % at 10 µM. recombinant SENP1 catalytic domain, CyPet-SUMO1-YPet FRET cleavage. 360,000 tested, 0.21% active;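 active = inhibition at least 30% at 10 µM, raw YFP signal under a set limit, fluorescence ratio 0.5 to 1.5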;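 note: 0% = enzyme with DMSO and 100% = no enzyme wells; some results filed as inactive read as strong as hits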
#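 Test system: recombinant human SENP1 catalytic domain, His6-tagged / Medium: pH 8 Tris buffer with EDTA, NaCl, BME, BSA, NP40, catalase / Also added: SUMO1 FRET substrate flanked by Cypet and Ypet, 25 nM / Times: 50 min reaction at room temperature / Signal: FRET, CFP and YFP emission / Control set: no-enzyme low control and enzyme-plus-DMSO high control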
# SENP6 inh – inhibitors of human SENP6 protease. Q9GZR1. Recombinant SENP6 catalytic domain, aminoluciferin luminescence. inhibition, % at 10 µM. 330,000 tested, 1.8% active. AID 2599;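 active = inhibition above about 50% at the single tested dose, limit read from the data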;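 note: plate controls were DMSO wells with enzyme for no effect and DMSO wells lacking enzyme for full effect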
# Target sequence (Q9GZR1 628-1112 limits assumed): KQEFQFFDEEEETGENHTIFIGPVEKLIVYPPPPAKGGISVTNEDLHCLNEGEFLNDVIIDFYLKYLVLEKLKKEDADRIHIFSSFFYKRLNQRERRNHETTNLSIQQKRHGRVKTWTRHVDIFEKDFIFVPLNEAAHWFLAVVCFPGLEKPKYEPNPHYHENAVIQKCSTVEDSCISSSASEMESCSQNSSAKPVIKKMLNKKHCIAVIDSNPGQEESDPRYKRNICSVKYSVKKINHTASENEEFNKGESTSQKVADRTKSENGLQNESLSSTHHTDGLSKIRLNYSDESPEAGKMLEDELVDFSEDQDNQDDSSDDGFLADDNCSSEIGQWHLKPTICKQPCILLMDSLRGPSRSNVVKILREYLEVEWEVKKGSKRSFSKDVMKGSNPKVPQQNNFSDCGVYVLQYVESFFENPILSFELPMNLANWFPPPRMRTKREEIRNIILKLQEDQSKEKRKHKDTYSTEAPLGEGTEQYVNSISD
# SENP8 block-1 – inhibitors of human SENP8 protease; recombinant SENP8, Nedd8 substrate fluorescence; inhibition, % at 20 µM; 360,000 tested, 0.64% active; AID 602440; in the data active = inhibition mostly above about 40%, no sharp cut-off; inactive = mostly below about 27%
# SENP7 inh – inhibitors of human SENP7 protease | recombinant SENP7, Z-RLRGG-aminoluciferin luminescence, 40 min | inhibition, % at 5 µM | Q9BQF6 | 330,000 tested, 1.5% active;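 active = inhibition above about 50% at the single test dose, limit read from the data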;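 note: plate controls were DMSO with enzyme for no effect and no enzyme buffer wells for full effect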
# Target sequence (Q9BQF6 706-1050 limits assumed): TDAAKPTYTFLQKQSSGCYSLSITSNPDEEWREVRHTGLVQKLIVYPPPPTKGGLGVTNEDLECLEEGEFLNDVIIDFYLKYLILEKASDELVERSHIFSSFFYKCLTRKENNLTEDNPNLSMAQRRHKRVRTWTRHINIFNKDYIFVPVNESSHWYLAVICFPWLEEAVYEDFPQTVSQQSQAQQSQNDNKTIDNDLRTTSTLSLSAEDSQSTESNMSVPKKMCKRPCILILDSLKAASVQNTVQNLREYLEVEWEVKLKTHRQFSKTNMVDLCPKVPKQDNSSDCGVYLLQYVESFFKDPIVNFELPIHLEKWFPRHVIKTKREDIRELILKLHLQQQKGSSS
# HKDC1 inhibitor – HKDC1 (human) hexokinase inhibition; inhibition, % at 20 µM; 340,000 tested, 0.16% active; Q2TB90; recombinant HKDC1, G6PDH/diaphorase resazurin coupled fluorescence;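 active = inhibition above about 35% when tested at 20 µM, limit read from the data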;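 note: plate controls were DMSO wells with enzyme for no effect and DMSO wells lacking enzyme for full effect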
#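 Material – in-house recombinant HK5 (HKDC1) enzyme · Quantity – HKDC1 at 5 µg/mL · Buffer or medium – pH 8.0 Tris buffer with 10 mM MgCl2 · Reagent – glucose with 1 mM ATP · Dosing – single 20 µM dose · Times – reaction time 90 min, room temperature, protected from light · Technique – resorufin fluorescence at 613 nm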
# PfG6PD inh – PfG6PD (Plasmodium falciparum) enzyme inhibition; AID 504690; inhibition, % at 20 µM; PfGluPho enzyme, NADPH resazurin-diaphorase fluorescence; 350,000 tested, 0.78% active;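 active = inhibition reaching at least a set limit at 20 µM in the primary screen, cut at about 59% in these data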;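 note: 0% = DMSO wells with substrate and 100% = DMSO wells lacking glucose-6-phosphate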
# SENP8 block-2 – blocks the human protease SENP8; Q96LD8; purified SENP8, Z-RLRGG-aminoluciferin cleavage, luminescence; inhibition, % at 10 µM; 330,000 tested, 1.2% active; AID 2540; in the data active = inhibition above about 50%
# MIN6 prolif – induces beta-cell replication in MIN6 cells; MIN6 cells proliferation, ATPlite luminescence, 48 h; cells starved in 0.2% serum; 100% = growth in 10% serum; proliferation, % at 10 µM; 330,000 tested, 0.29% active;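 active = compounds whose signal lies at least 3.5 SD above the mean of all wells on their plate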;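 note: 0% = DMSO-treated cells in low-serum medium and 100% = 10% serum control; some compounds called inactive have numbers as strong as hits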
# * marks the source's active call; other numbers are inactive results; u = inconclusive; x = not tested or not shown. The order is random; about 4% have a hit in one of these screens.
# Values run as follows: UBC13 inh, SENP1 inh, SENP6 inh, SENP8 block-1, SENP7 inh, HKDC1 inhibitor, PfG6PD inh, SENP8 block-2, MIN6 prolif
O=C(NS(=O)(=O)Oc1cccc(F)c1)OC[C@@H]1CCCN2CCCCC12 (stereo not given in full)
    -2, 1, -28, 11, -8, 2, -4, -2, 2
Cc1ccc(NC(=O)c2cccc(-n3cnnn3)c2)cc1Cl
    8, 2, -6, 6, -8, -6, 28, -13, 0
CN(Cc1ccccc1)C(=O)c1cc(S(=O)(=O)N2CCOCC2)cn1C
    6, -1, -14, 11, -7, -5, 2, 3, 0
CCCCN(C)CCCNC(=O)c1cc(Nc2ccc(OC)c(OC)c2)nc2ccccc12
    12, 1, 6, 20, -6, 0, 2, -1, -5
CCCCCCc1c(C)nc(-n2[nH]c(C)c(CCO)c2=O)[nH]c1=O
    -20, 1, -29, 6, -6, -5, -1, 0, -3
Cc1cc(NC(=O)c2cccs2)ncc1NC(=O)c1cccc(F)c1
    3, -10, -6, -48, 33, 4, -7, 13, 0
Cc1c(C(=O)O)sc(=S)n1CCOc1ccccc1
    -8, 3, -11, 6, -6, -2, -34, -7, -4
Cc1noc(C)c1-c1nnc(-c2ccc(C(F)(F)F)cc2)o1
    2, 1, 13, 2, 18, 1, 12, 4, -2
Cc1cc(OCC(=O)Nc2ccc(S(=O)(=O)N3CCN(C)CC3)cc2)ccc1Br
    5, 0, 8, 9, -2, 3, 16, 1, -3
CN(Cc1ccccc1F)C(=O)c1ccccc1Sc1ccccc1C#N
    1, 1, -9, -4, 8, -5, 8, 7, 8
Cc1ccc(C(=O)c2ccccc2C(=O)OCC(=O)N2C(C)CCCC2C)cc1 (stereo not given)
    -5, -2, 4, -3, 3, 1, 18, -3, -3
COc1cc(/C=C2/SC(=S)N(CCC(=O)Nc3ccccc3)C2=O)cc(OC)c1OC
    -18, 23, 16, 15, 3, -5, -21, 3, -5
CCN(CC)C(=S)NC(=O)Cc1ccccc1
    0, 2, -11, 18, -1, -9, 7, 6, 5
COc1ccc(CCNc2nc(N3CCCCC3)nc(N3CCCCC3)n2)cc1OC
    5, 1, -3, -7, -2, 10, 13, -4, -4
CCOc1ccccc1N(CC(=O)NCCc1ccccc1)C(=O)CCC(=O)Nc1ccccn1
    9, 0, -20, 8, -1, -1, -7, 2, 0
CCCN(C(=O)c1cc(Cl)nc2ccccc12)C1CCS(=O)(=O)C1 (stereo not given)
    -3, -1, -12, 1, 11, -6, -4, -2, -1
CCCc1nnc2n1N=C(c1ccc(OC)c(OC)c1)CS2
    -4, 0, -8, 4, 9, -10, -6, -10, -1
COc1ccc2[nH]c(=O)c(CN(Cc3cccnc3)C(=S)NCC3CCCO3)cc2c1 (stereo not given)
    2, -11, -21, -386, 3, -4, 9, 0, -1
C/C(=N\NC(=O)c1ccoc1C)c1cccnc1
    5, 2, -7, 7, 2, -3, -7, -3, -1
COc1cc(OC)cc(OCC(O)Cn2cnc(-c3ccccc3)c2)c1 (stereo not given)
    6, 0, -14, 14, 6, 1, -9, -1, -1
Cc1nc2ccccn2c1-c1ccnn1S(=O)(=O)c1ccc(F)cc1
    2, -1, 2, 3, 5, -1, 77*, 4, -2
Nc1nc(-c2sc3nc4c(cc3c2N)CCCC4)nc(N2CCOCC2)n1
    -15, -26, -7, -397, 6, 1, 15, 1, -1
COc1ccc([N+](=O)[O-])cc1NC(=O)Nc1ccc(OC)c(OC)c1
    -2, 1, -14, 19, -7, -3, 6, -6, -2
COc1ccc(C(=O)/C=C/C(=O)N(Cc2ccccc2)C(C(=O)NC2CCCCC2)c2ccncc2)c(O)c1 (stereo not given)
    -6, 1, -8, 4, -6, -8, 29, -11, -1
O=C(CSc1nnc(-c2ccccn2)n1Cc1ccco1)c1ccccc1
    3, -1, -4, 13, 8, 4, 11, -1, 2
CC(=O)N1SC(N)=NC1c1ccccc1 (stereo not given)
    4, 3, -1, 6, 4, -1, 12, 2, 0
CCOc1ccc(S(=O)(=O)N(CC)CC(=O)N2CCOCC2)cc1C
    3, 0, -12, 10, -4, -3, 1, 4, 1
Cc1ccc(S(=O)(=O)n2nc(-c3ccco3)nc2N)cc1
    -2, 1, -19, 10, -11, -4, -6, -9, 1
CCOC(=O)C1(CCCc2ccccc2)CCN(C(=O)C(C)n2cncn2)CC1 (stereo not given)
    6, 1, -2, 20, 0, 2, -6, 3, -3
CC(=O)c1ccc(NC(=O)C2CC(=O)N(C(C)C)C2)cc1 (stereo not given)
    6, 2, -6, 8, 0, -4, -11, -4, -1
CCN(CC(=O)N1CCOCC1)S(=O)(=O)c1ccc(Cl)cc1
    2, 3, -5, 11, -7, -3, 2, 10, -2
O=C(O)c1ccc(COc2ccccc2[N+](=O)[O-])o1
    -2, 1, 57*, 15, 30, -5, -7, 15, 0
CCOC(=O)c1sc2nc(C)nc(SC(C)C(=O)NC3CC3)c2c1C (stereo not given)
    -14, 2, -2, -5, -5, 9, -10, -11, 0
COc1ccc(C(=O)OCCOc2ccccc2C(C)=O)c(O)c1
    9, 0, 13, 4, 1, 6, -18, 3, -1
O=C(CSc1nnnn1C1CC1)Nc1cc(S(=O)(=O)N2CCCC2)ccc1Cl
    7, 0, -7, 1, 0, 1, -1, 11, -3
O=C(CN1C(=O)/C(=C/c2ccccc2F)Sc2ccccc21)NCCCN1CCOCC1
    3, -3, -1, -14, -1, -2, 12, 1, 3
CC(C)OP(=O)(OC(C)C)C(Nc1ccccn1)c1ccc(F)cc1 (stereo not given)
    -7, -6, -7, 16, -4, 3, -1, -6, 0
Cc1ccc(Cl)c(NC(=O)CN(C)CC(=O)Nc2ccc(F)c(F)c2F)c1Cl
    8, 1, 0, 4, -1, 5, -15, 5, -3
COc1ccc(C2CC(=O)Oc3ccc(OC)cc32)cc1 (stereo not given)
    x, 0, x, 4, -10, 2, 10, x, x
COc1ccc(-c2coc3c(CN4CCOCC4)c(O)ccc3c2=O)cc1
    24, 1, -11, -437, -10, -8, -3, 1, -2

# Taken from above:
# HKDC1 inhibitor, CC(=O)N1SC(N)=NC1c1ccccc1 (stereo not given) : -1
# UBC13 inh, O=C(NS(=O)(=O)Oc1cccc(F)c1)OC[C@@H]1CCCN2CCCCC12 (stereo not given in full) : -2
# PfG6PD inh, COc1ccc(C2CC(=O)Oc3ccc(OC)cc32)cc1 (stereo not given) : 10
# SENP6 inh, CCCc1nnc2n1N=C(c1ccc(OC)c(OC)c1)CS2 : -8

# Continuation.
# Values run as follows: UBC13 inh, SENP1 inh, SENP6 inh, SENP8 block-1, SENP7 inh, HKDC1 inhibitor, PfG6PD inh, SENP8 block-2, MIN6 prolif
Cc1ccc(NC(=O)c2cc(-c3ccc(C)o3)nc3ccccc23)nc1
    -3, -9, -4, -286, 0, 0, 37, 8, -4
Cc1cc(C)c2[nH]c(C(=O)Nc3ccc(F)cc3Br)cc2c1
    -6, -37, 5, -108, -3, 1, -2, -1, -5
Cc1cc(C)n(CC(O)CN2C(=O)NC(C)(C)C2=O)n1 (stereo not given)
    9, 1, -26, 11, 1, -1, -4, 5, 0
C[C@H](CO)N1C[C@H](C)[C@@H](CN(C)C(=O)NC2CCCCC2)Oc2c(NS(=O)(=O)c3cn(C)cn3)cccc2C1=O
    3, 1, 4, 1, -14, -4, 10, 6, 3
CC(CNC(=O)CCc1ccccc1)NC(=O)CCc1ccccc1 (stereo not given)
    5, 4, -8, 18, 4, -6, 3, 1, 2
O=C(CCCc1nc(-c2ccccc2)no1)NCc1cccnc1
    6, -5, 8, -3, -4, -9, -11, -3, 0
Cc1cc(Cl)cc(C)c1OCC(=O)O
    -6, 2, -7, 23, -5, 0, 1, -9, -4
O=C(O)CCc1ccc(-c2ccc(Cl)cc2)n1CCC(=O)O
    u, 0, -5, -68, 8, -14, -1, -11, -2
O=[N+]([O-])c1ccc(NNC(=S)Nc2ccccc2)cc1
    -27, 8, 31, 23, -6, 2, 51, -7, -3
O=C(c1cccs1)N1CCC(c2nc3ccccc3s2)CC1
    4, 1, 6, 1, 4, -8, 7, -2, -2
Clc1cccc(CNCCNCc2cccc(Cl)c2)c1
    13, -2, -15, 9, -7, -7, 17, -11, 0
CCn1c(=O)cc(SCC(=O)NCC2CCCO2)c2ccccc21 (stereo not given)
    17, 0, -17, -25, 10, -8, 0, 1, 2
Cc1ccc(C(C)C)c(OCC(=O)NS(=O)(=O)c2ccc(Cl)cc2)c1
    6, 0, -19, 4, 0, -1, -14, 3, -2
COc1ccc(C(CC(=O)NCCN2CCOCC2)NS(=O)(=O)c2ccc(C)cc2)cc1 (stereo not given)
    -10, 3, 2, 3, 11, -7, -6, -11, -1
Cc1[nH]c2ccccc2c1C(=O)CSc1cccc[n+]1[O-]
    6, 2, -14, 21, 5, -6, 4, 3, 2
CCOC(=O)c1nnn(-c2nonc2-n2cccc2)c1CN1CCCCC1
    -12, -1, 4, -12, 16, 1, 4, -3, -2
O=C(O)CCC(=O)N1CCOc2ccc(Cl)cc21
    3, 1, -21, 24, -7, -14, -14, -6, 0
CC1(C)CC(=O)C(=CN2CCN(C(=O)c3ccco3)CC2)C(=O)C1
    x, -38, x, 13, x, 1, -15, x, x
CCN(CC)Cc1oc(CO)cc(=O)c1O
    12, 0, -20, 15, 8, -1, -17, 4, 1

# Part of the list above, with tabs.
SMILES	UBC13 inh	SENP1 inh	SENP6 inh	SENP8 block-1	SENP7 inh	HKDC1 inhibitor	PfG6PD inh	SENP8 block-2	MIN6 prolif
COc1ccc(C(CC(=O)NCCN2CCOCC2)NS(=O)(=O)c2ccc(C)cc2)cc1 (stereo not given)	-10	3	2	3	11	-7	-6	-11	-1
Cc1[nH]c2ccccc2c1C(=O)CSc1cccc[n+]1[O-]	6	2	-14	21	5	-6	4	3	2
CCOC(=O)c1nnn(-c2nonc2-n2cccc2)c1CN1CCCCC1	-12	-1	4	-12	16	1	4	-3	-2
O=C(O)CCC(=O)N1CCOc2ccc(Cl)cc21	3	1	-21	24	-7	-14	-14	-6	0
CC1(C)CC(=O)C(=CN2CCN(C(=O)c3ccco3)CC2)C(=O)C1	x	-38	x	13	x	1	-15	x	x
